Polio RdRp inh: poliovirus RNA polymerase inhibition | P03300 | poliovirus polymerase elongation, fluorescence polarization; hits give low values | % elongation, % (compound at 16.7 µg/mL) | actives 0.66% (n = 150,000) | AID 588519; in the data active = % elongation below about 90%; also: some results filed as inactive read as strong as hits
Target sequence (P03300 1749-2209 limits assumed): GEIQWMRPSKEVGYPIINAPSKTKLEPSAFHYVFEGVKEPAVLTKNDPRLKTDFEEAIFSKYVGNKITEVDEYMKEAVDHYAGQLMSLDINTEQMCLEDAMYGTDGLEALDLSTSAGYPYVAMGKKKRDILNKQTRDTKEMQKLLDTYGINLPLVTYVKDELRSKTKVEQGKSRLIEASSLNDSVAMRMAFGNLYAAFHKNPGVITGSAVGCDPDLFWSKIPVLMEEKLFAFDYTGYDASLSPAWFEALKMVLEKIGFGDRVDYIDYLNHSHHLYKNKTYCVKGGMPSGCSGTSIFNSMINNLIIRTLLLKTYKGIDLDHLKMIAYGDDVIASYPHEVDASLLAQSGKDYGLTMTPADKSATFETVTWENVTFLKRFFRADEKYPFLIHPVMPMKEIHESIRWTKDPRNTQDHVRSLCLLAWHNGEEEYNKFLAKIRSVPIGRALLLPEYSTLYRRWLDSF
Polio RdRp inh FP z-score: also measured in Polio RdRp inh; calls as there; z-score; measured here: FP z-score; hits read low
The depositor's hits bear a star; & = joins results of further samples. A portion of the library (hit frequency here may not be typical).

SMILES	Polio RdRp inh	Polio RdRp inh FP z-score
CCc1ccc(NC(=O)N(Cc2c[nH]c3ccccc23)C2CCCC2)cc1	101	-0.5
O=S(=O)(Nc1ccccc1N1CCCCC1)c1ccccc1	102	0.2
COc1ccc(OC)c(/C=C2\C(=O)C3CCN2CC3)c1	104	0.5
COc1ccc2c(CNCc3ccccc3)c(C(=O)O)[nH]c2c1	103	0.8
COc1cccc(N2C(=O)CSC23C(=O)N(Cc2ccccc2F)c2ccccc23)c1 (configuration not stated)	104	-0.2
O=C(CN1CSCC1=O)Nc1ccc2nc(N3CCOCC3)sc2c1	101	-0.4
C#C[C@]1(O)CCC2C3CCc4cc(O)ccc4C3CC[C@@]21C (some centres not stated)	102	0.6
O=C(Cn1cc(SCc2cccc(F)c2)c2ccccc21)N1CCOCC1	112	-0.3
COc1ccc(NC(=O)COc2nc(N(C)C)nc(N(C)C)n2)cc1	101	0.3
CNc1nc(-c2ccc(OC)cc2)c(C)s1	101	-0.2

Some values from above:
Polio RdRp inh FP z-score with `O=C(CN1CSCC1=O)Nc1ccc2nc(N3CCOCC3)sc2c1` is entered as -0.4
Polio RdRp inh FP z-score with `COc1cccc(N2C(=O)CSC23C(=O)N(Cc2ccccc2F)c2ccccc23)c1` (configuration not stated) is entered as -0.2
Polio RdRp inh with `COc1ccc(NC(=O)COc2nc(N(C)C)nc(N(C)C)n2)cc1` is entered as 101
Polio RdRp inh FP z-score with `O=C(Cn1cc(SCc2cccc(F)c2)c2ccccc21)N1CCOCC1` is entered as -0.3

Next compounds follow.
SMILES	Polio RdRp inh	Polio RdRp inh FP z-score
O=C(c1cc(F)cc(F)c1)N1CCC(c2nc(-c3ccc(S(=O)(=O)N4CCCC4)cc3)no2)CC1	105	-0.4
Cc1ccc2nc3sc(C#N)c(N)c3cc2c1	98	-1.3
O=C1Nc2ccccc2/C1=N\n1cnc2ccccc21	102	0.1
Cc1ccccc1Nc1c(-c2cccc(Cl)c2)nc2ncccn12	110	0.6
Cc1ccc(C)c(NC(=O)C(NC(C)C)c2ccccc2)c1 (configuration not stated)	106	0.5
COc1ccc(NC(=O)c2ccc3ncsc3c2)cc1	104	0.2
COC(=O)CSCc1nc(N)nc(Nc2ccccc2C)n1	105	0.4
O=C(Nc1ccccc1C(=O)O)c1cccs1	98	-1
CCn1c(SCC(=O)c2ccc(C)cc2)nnc1C1CC1	99	-1.1
Cc1ccc2occ(CC(=O)N(Cc3ccc(Cl)cc3)C3CCS(=O)(=O)C3)c2c1 (configuration not stated)	111	-0.3
O=C1CN(C(=S)NCCN2CCOCC2)c2ccccc2N1	99	-0.6
C=CCn1c(=S)[nH]c2cc(C(=O)O)ccc2c1=O	104	0.1
O=C(O)Cn1cnc2scc(-c3cccs3)c2c1=O	101	-0.3
COCC(=O)Nc1nc(-c2ccccc2)cs1	102	0.2
Cc1cc(C)c2oc3nc(N)c(C#N)cc3c(=O)c2c1	105	0.7
CN(c1ccc(C(=O)O)cc1)S(C)(=O)=O	104	0.2
CC1(C)CC(N2CCN(C3CC(C)(C)NC(C)(C)C3)CC2)CC(C)(C)N1	105	0.9
O=C(NCCCc1nc2ccccc2n1Cc1ccc(Cl)cc1Cl)c1ccco1	109	0.5
O=c1cc(CN2CCN(c3ccccc3)CC2)occ1OC/C=C/c1ccccc1	101	-0.6
CCC1=Nc2cc(C(=O)N3CCC4(CC3)OCCO4)ccc2Sc2ccccc21	101	-0.4

Grouped by structure, those above containing an aryl thioether with sulfur outside any ring
SMILES	Polio RdRp inh	Polio RdRp inh FP z-score
O=C(Cn1cc(SCc2cccc(F)c2)c2ccccc21)N1CCOCC1	112	-0.3
CCn1c(SCC(=O)c2ccc(C)cc2)nnc1C1CC1	99	-1.1

(cont.)
SMILES	Polio RdRp inh	Polio RdRp inh FP z-score
COCCNC(=O)C1Sc2nnc(C)n2NC1c1ccc(OC)c(Cl)c1 (configuration not stated)	101	0.4
S=c1nn[nH]n1CC1CCCO1 (configuration not stated)	107	-0.3
C=Cc1ccc(Cn2c(=O)n(-c3ccccc3C)c(=O)c3c4c(sc32)CN(C(C)=O)CC4)cc1	103	-0.3
Cc1ccc(CNC(=O)CCC(=O)N2CCSc3ccccc32)cc1	103	-0.7
CCN(C(=O)CCn1c(=O)oc2ccccc21)c1ccccc1C	102	0.1
CC(C)CCNS(=O)(=O)c1ccc(N2CCCCS2(=O)=O)cc1	97	-1.3
CN(C)C1(CNC(=O)C2=NN(C3CCS(=O)(=O)C3)C(=O)CC2)CCCCC1 (configuration not stated)	102	0.1
COc1ccc(CN2CCc3c([nH]c4ccccc34)C2)cc1	99	0
Cc1ccc(Cn2nc(C)c(NC(=O)c3cc(-c4ccc(F)cc4)on3)c2C)cc1	104	0.2
O=C(O)C1C2CC=CC2c2cc(Cl)cc3c2N1CC1CC=CC31 (configuration not stated)	94	-2.9
CC1CN(Cn2nc(C(=O)O)c3ccccc32)CC(C)O1 (configuration not stated)	100	-0.6
CCOC(=O)c1c(NC(=O)COC(=O)Cc2cn3ccsc3n2)sc(C)c1Cc1ccc2c(c1)OCO2	100	-0.2
COc1ccc(Nc2cc(C(=O)NCCC(C)C)c3ccccc3n2)cc1	103	0.7
COc1cccc(NC(=O)Cn2c(=O)n(CCCCC(=O)NCc3ccccc3Cl)c(=O)c3ccccc32)c1	110	1.2
COc1ccc(OC)c(NCc2cccn2-c2nnc(N3CCCCC3)s2)c1	108	0.4
Clc1ccc(CCNc2ncnc3c2c(-c2ccccc2)cn3-c2ccccc2)cc1	110	0.5
Cc1ccc(NC(=O)NC(C)c2c(-n3cccc3)sc(C)c2C)cc1F (configuration not stated)	110	-0.1
COc1ccc(NC(=O)CSc2nc3c(cc2C#N)CCC3)cc1	101	0.3
NC(=O)c1ccc(OCC2CCCO2)cc1 (configuration not stated)	98	-0.6
CCOC(=O)C1=C(CN(CC)Cc2ccccc2)NC(=O)NC1c1ccc(OC(C)C)cc1 (configuration not stated)	106	-0.4

Two records picked at random from the list so far:
SMILES	Polio RdRp inh	Polio RdRp inh FP z-score
CCOC(=O)C1=C(CN(CC)Cc2ccccc2)NC(=O)NC1c1ccc(OC(C)C)cc1 (configuration not stated)	106	-0.4
Cc1ccc(NC(=O)NC(C)c2c(-n3cccc3)sc(C)c2C)cc1F (configuration not stated)	110	-0.1

(next part)
SMILES	Polio RdRp inh	Polio RdRp inh FP z-score
Cc1cc(C)n2nc(CNC(=O)Nc3ccccc3C(F)(F)F)nc2n1	105	1
CCC(=O)Oc1c(Sc2ccc(Cl)cc2)c(C)nn1C(C)(C)C	106	0.5
O=C(COC(=O)Cc1cccc(C(F)(F)F)c1)Nc1ccccc1	99	-0.8
COc1ccc(OCC(=O)NC2CCCCC2)cc1	103	0.8
CC1CCc2c(sc3nc(CN(C)C)[nH]c(=O)c23)C1 (configuration not stated)	101	-0.1
CCc1cccc(OCCCN2CCN(C)CC2)c1	102	0.6
COc1ccc(/C=C2/N=C(SC)NC2=O)cc1OC	102	0.3
N#C/C(=C\Nc1ccc(F)c(Cl)c1)S(=O)(=O)Cc1ccco1	106	0.2
CSC1=N/C(=C\c2ccccc2O)C(=O)N1Cc1ccco1	102	0.2
COc1ccc(CCNC(=O)CCCCn2c(=O)c3ccccc3n(CC(=O)Nc3c(C)cccc3C)c2=O)cc1OC	110	1.3
Nc1nnc(SCC(=O)Nc2ccccc2)s1	106	0.4
COc1ccc(C(=O)NCc2nnc(SCC(=O)Nc3ccccc3)n2-c2ccccc2)cc1	107	0.1
COc1ccc(C(=O)Oc2cccnc2)cc1OC	101	0
O=C(NNC1=NCCC1)C1CC1	106	0.3
COc1ccc(C2(C(=O)NCCN3CCOCC3)CCCC2)cc1	100	0
CNc1ccc2cccc(O)c2n1	102	0.5
O=C(Nc1ccc2nc(SCC(=O)N3CCOCC3)sc2c1)c1cccc(Cl)c1	113	1.4
Cc1ccc(C(=O)NCCN2CCCC2)cc1	108	0.9
COc1cccc(-n2c(CNC(=O)OC(C)(C)C)n[nH]c2=S)c1	106	0.9
COc1ccc(C(=O)c2sc(Nc3ccccc3)nc2N)cc1	104	0.2
CC1(C)C(c2ccccc2)=NC(c2ccccc2)N1O (configuration not stated)	99	0
O=C(c1ccc(F)cc1)n1c(NCc2ccccc2)n[nH]c1=S	99	-0.9
CCOC(=O)c1c(-c2ccc(Cl)cc2)nn2c1NCN(CCc1ccccc1)C2	101	-1.2
CCOC(=O)C1C(=O)N(C)C2(C)CC1c1ccccc1O2 (configuration not stated)	104	0.5
O=C(NCC1CCN(Cc2cccc(Cl)c2)CC1)Nc1ccc(F)c(Cl)c1	107	-0.4
CC1(C)C/C(=N\O)C(C(O)c2ccccc2)C(C)(C)N1 (configuration not stated)	104	0.6
COc1ccc(S(=O)(=O)n2nc(-c3ccco3)nc2NCc2ccc(C(C)C)cc2)cc1	112	1.3
CC(C)(C)C(=O)/C(C#N)=C/c1ccc(-c2ccc(F)cc2)o1	100	-0.1
COc1nc(OCCNS(=O)(=O)c2ccc(C)cc2)nc(N(C)C)n1	101	0.3
O=C(O)c1csc2c1CCCC2	102	-0.1
O=C1C(c2c(O)[nH]c3ccccc23)=Nc2ccccc21	99&100	-0.2&0.1
Cc1cccc(CNC(=O)c2ccc(N3Cc4ccccc4Oc4ncccc43)s2)c1	109	0.5
CCOC(=O)c1cccc(NC(=O)Nc2ccc3c(c2)N(C)C(=O)c2ccccc2S3)c1	104	-0.8
N#C/C(=C\c1ccccc1)c1nc(-c2cc3cc(Br)ccc3oc2=O)cs1	104	0.2
O=C(CN1C(=O)CCc2ccccc21)NC1CCCc2ccccc21 (configuration not stated)	100	-0.4
COc1ccc(NC(=O)c2sc3nc(C)c(C(=O)Nc4ccc(C)cc4C)c(-c4ccccc4Cl)c3c2N)cc1	102	-0.8
COc1ccc2oc(-c3ccc(C)c(NC(=O)COc4cc(C)cc(C)c4)c3)nc2c1	105	0.2
Cc1sc2nc(CC(=O)N3CCCC3)[nH]c(=O)c2c1C	75*	-3.4*
COC(=O)C1=C(C)NC(C)=C([N+](=O)[O-])C1c1ccccc1C(F)(F)F (configuration not stated)	100	0
O=C(c1ccc2nonc2c1)N1CCN(C(c2ccccc2)c2ccccc2)CC1	106	0.4
O=C1CC(N2CCCCC2CCO)C(=O)N1c1ccccc1 (configuration not stated)	99	-0.8
CCN1C(=O)S/C(=C/c2cccs2)C1=O	102	0.4
NC(=O)C1CCCN(C(=O)C(c2ccccc2)c2ccccc2)C1 (configuration not stated)	98	-0.6
O=C(O)c1cn(C2CC2)c2cc(N3CCNCC3)c(F)cc2c1=O	100&100	0&0.2
COc1ccc(CNC(=O)C2=Cc3cccc(OC)c3OC2)cc1OC	107	0.1
CCOc1ccc(NC(=O)CC2C(=O)N(c3ccc(OC)cc3)C(=O)N2CCC2=CCCCC2)cc1 (configuration not stated)	105	0
O=C(O)C1C2C=CC(C2)C1C(=O)Nc1nc2ccc(Br)cc2s1 (configuration not stated)	102	-0.1
Cn1[nH]c(=S)sc1=NCc1ccccc1	104	1
CCCNC(=O)Cn1nc(CC)n2c(cc3ccccc32)c1=O	100	-0.7
Cc1nn(-c2ccc(F)cc2)c2sc(C(=O)NO)cc12	104	0.2

6 entries from above, ordered by length of the SMILES, lowest first:
SMILES	Polio RdRp inh	Polio RdRp inh FP z-score
CCN1C(=O)S/C(=C/c2cccs2)C1=O	102	0.4
O=C1CC(N2CCCCC2CCO)C(=O)N1c1ccccc1 (configuration not stated)	99	-0.8
CCCNC(=O)Cn1nc(CC)n2c(cc3ccccc32)c1=O	100	-0.7
NC(=O)C1CCCN(C(=O)C(c2ccccc2)c2ccccc2)C1 (configuration not stated)	98	-0.6
O=C(O)C1C2C=CC(C2)C1C(=O)Nc1nc2ccc(Br)cc2s1 (configuration not stated)	102	-0.1
CCOc1ccc(NC(=O)CC2C(=O)N(c3ccc(OC)cc3)C(=O)N2CCC2=CCCCC2)cc1 (configuration not stated)	105	0

Further records
SMILES	Polio RdRp inh	Polio RdRp inh FP z-score
CNC(=O)O/N=C1\CC(C)(C)Cc2csc(SC)c21	100	-0.5
CC1CN(S(=O)(=O)c2cccc(C(=O)O)c2)CC(C)O1 (configuration not stated)	106	0.3
CCOc1cc(/C(O)=C(\C#N)c2nc3ccccc3[nH]2)cc(OCC)c1OCC	100	-0.4
Cc1cc(-c2ccc(C)c(S(=O)(=O)Nc3ccc(C)c(N(C)C)c3)c2)on1	103	-0.7
CC(C)(C)c1ccc(C(=O)Nc2ccon2)cc1	102	0.4
N#Cc1c(N)n[nH]c1-c1cc2c([nH]1)CCCC2	100	0
Cn1c(SCCS(=O)(=O)c2ccc(Cl)cc2Cl)nnc1-c1ccco1	102	0.2
Cc1cc(C(=O)NCC2CCN(C3CCCC3)C2)nc2c1c(C)nn2-c1ccccc1Cl (configuration not stated)	104	0.5
COc1cc2c(cc1OC)C(C)N(S(=O)(=O)c1cn(C)cn1)CC2 (configuration not stated)	101	-0.1
COc1ccc(N2CCN(C(=O)c3cc(S(=O)(=O)N4CCCCCC4)cn3C)CC2)cc1	105	-0.1
CC1(C)CC2CC(C)(CN2C(=O)COC(=O)c2ccc(Cl)c(N)c2)C1 (configuration not stated)	104	1.1
N#Cc1ccc(NC(=O)C2CCCO2)cc1 (configuration not stated)	101	-0.4
O=C(NCCN1CCN(c2ncnc3sc4c(c23)CCCC4)CC1)c1ccco1	100	-0.5
CCc1ccc2oc(C(=O)Nc3cccc(Cl)c3C)cc(=O)c2c1	105	-0.5
CC(C)c1ccc2oc(-c3ccc(Cl)c(NC(=O)Cc4ccccc4)c3)nc2c1	105	-0.1
CCCN(CCC)CCCNC(=O)Cn1cnc2onc(-c3ccc(F)cc3)c2c1=O	110	0.5
Cc1ccccc1NC(=O)c1c(C)oc2ccc(O)c(CN3CCCC(C)C3)c12 (configuration not stated)	105	-0.4
CCCn1c(=O)c2sccc2n2c(CCCC(=O)N3CCN(c4cccc(Cl)c4)CC3)nnc12	121	0.6
COc1cccc(C(=O)N2CCCCC2C)c1 (configuration not stated)	102	-0.4
CC1CCc2c(sc(N)c2C(=O)Nc2ccc(Cl)cc2)C1 (configuration not stated)	90	-0.9
Cc1ccc(-c2cn3cccc(C)c3n2)cc1	102	0.4
Cn1c(-n2cccc2)c(-c2c(-c3ccc(F)cc3)[nH]c3c2c(=O)[nH]c(=O)n3C)c(=O)[nH]c1=O	102	-0.3
CCC(=O)N1CCc2cc(S(=O)(=O)NCCC(=O)Nc3cccc(SC)c3)ccc21	108	0.7
O=C(C1CCN(c2ncnc3c2nc2n3CCCCC2)CC1)N1CCN(c2cccc(Cl)c2)CC1	103	-0.8

Screens deposited in PubChem BioAssay by ICCB-Longwood Screening Facility, Harvard Medical School.
